# Screens deposited in PubChem by University of Kansas High Throughput Screening Laboratory.
# Pf apPOL block: Pf-apPOL DNA polymerase inhibition; Recombinant Pf-apPOL, molecular beacon fluorescence, 1.5 h; inhibition, % at 10 µM; 0.25% of 210,000 active; AID 1794808
# mHTT CaM bind: disrupts binding of mutant huntingtin to calmodulin; 3.6% of 190,000 active; inhibition, % at 15 µM; P42858; AlphaScreen His-mHTT/GST-CaM binding, luminescence; AID 1671202;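 further: 0% = both proteins with DMSO and 100% = one protein alone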
# The depositor's hits bear a star; nt = not tested or not shown; & = joins results of further samples. No stated cut-off is given here; in the data, active means inhibition above about 50%; inactive means the rest.
# Under each structure: mHTT CaM bind	Pf apPOL block
- COc1ccc(C2CC(c3ccc(Br)cc3)Nc3nnnn32)c(OC)c1OC (stereo not drawn)
 : 4&45	1&-5
- Cc1cccc(Nc2nnc(-c3cc4c(CO)cnc(C)c4oc3=O)s2)c1
 : 0	-4
- Nc1nnc(Sc2cc3c(cc2[N+](=O)[O-])C(=O)NC3=O)s1
 : nt	1
- O=C(c1cc(Br)ccc1Cl)N1CCN(Cc2ccc3c(c2)OCO3)CC1
 : 2	4
- Cc1ccc(-c2noc(-c3ccccc3O)n2)cc1
 : -9	-7
- COc1ccc(NC(=O)CSc2nc3c(c(=O)n2-c2ccccc2)SCC3)cc1
 : -10	-6
- COc1ccc(-c2coc3cc(OC)ccc3c2=O)cc1
 : -1	-10
- CN(C)c1cc(-n2cnc(C(=O)NCc3ccccc3F)c2)ncn1
 : -7	-5
- Cc1ccc([N+](=O)[O-])cc1NC(=O)c1ccc(Br)cc1
 : 0	1
- CCc1nccn1S(=O)(=O)c1cc(Br)ccc1OC
 : -9	-3
- O=C(CCC1CCCN(C(=O)Nc2ccc(Cl)cc2)C1)NCc1ccccc1Cl (stereo not drawn)
 : 15	-2
- Cc1cccc(NC(=O)Nc2cccn3nc(C4CC4)nc23)c1
 : 7	1
- COc1ccccc1-c1coc2cc(OCC(=O)OC(C)C)ccc2c1=O
 : -4	-8
- O=Cc1ccccc1OCc1ccc(Br)cc1
 : -16	-8
- CCOc1cccc2cc(C(=O)Nc3nccs3)c(=Nc3ccc(F)cc3)oc12
 : 5	-4
- CN(N=Cc1cc(-c2ccccc2)c(C(F)(F)F)s1)c1cccc(C(F)(F)F)n1
 : nt	2
- Cc1cc(C)c(C#N)c(SCc2nc(-c3ccc(OC(F)(F)F)cc3)no2)n1
 : nt	-6
- Cc1cccc(NC(=O)c2cnccn2)c1C
 : 6	-6
- Cc1nn(Cc2ccc(Cl)cc2)c(C)c1NC(=O)C1CC=CCC1C(=O)O (stereo not drawn)
 : 0	-1
- COc1ccc(CC(=O)NCCNc2nc(C)cc(N(C)C)n2)cc1
 : -4	-6

# Some of these compounds in order of number of heavy atoms, highest first:
# Under each structure: mHTT CaM bind	Pf apPOL block
- Cc1cc(C)c(C#N)c(SCc2nc(-c3ccc(OC(F)(F)F)cc3)no2)n1
 : nt	-6
- COc1ccccc1-c1coc2cc(OCC(=O)OC(C)C)ccc2c1=O
 : -4	-8
- Cc1ccc([N+](=O)[O-])cc1NC(=O)c1ccc(Br)cc1
 : 0	1

# Among those listed so far, 4 contain fluorine.
# Under each structure: mHTT CaM bind	Pf apPOL block
- CN(C)c1cc(-n2cnc(C(=O)NCc3ccccc3F)c2)ncn1
 : -7	-5
- CCOc1cccc2cc(C(=O)Nc3nccs3)c(=Nc3ccc(F)cc3)oc12
 : 5	-4
- CN(N=Cc1cc(-c2ccccc2)c(C(F)(F)F)s1)c1cccc(C(F)(F)F)n1
 : nt	2
- Cc1cc(C)c(C#N)c(SCc2nc(-c3ccc(OC(F)(F)F)cc3)no2)n1
 : nt	-6

# Next part
# Under each structure: mHTT CaM bind	Pf apPOL block
- Cc1ccc(N=Cc2c(O)[nH]c3ccccc23)c(C)c1
 : 12	4
- O=C(NCc1cccnc1)C1c2ccccc2C(=O)N1C1CCCCCCC1 (stereo not drawn)
 : -2	5
- CCN(CC)c1cc(C)c2cc(NC(=O)Cn3nc([N+](=O)[O-])c(Br)c3C)ccc2n1
 : 27	-6
- CCC(=O)Oc1cc2oc(CC)c(-c3nc(C)cs3)c(=O)c2cc1CC
 : 1	-5
- Cc1cc(C)nc(SCNC(=O)c2ccccc2)n1
 : 3	12
- CCOc1cc(Cl)c(S(=O)(=O)Nc2ccc3cn[nH]c3c2)cc1Cl
 : -2	-6
- O=[N+]([O-])c1cccc(N=Cc2cccc([N+](=O)[O-])c2O)c1
 : 5	0
- O=[N+]([O-])c1ccc(N2CCN(c3ccccc3)CC2)c2ncccc12
 : 15	-8
- CCCCc1ccc(NC(=O)CN2C(=O)CSCC2=O)cc1
 : 10	0
- CC1Cc2nc(SCC(=O)N3CCCc4ccccc43)n(Cc3ccccc3)c(=O)c2S1 (stereo not drawn)
 : 34	3
- Cc1nnsc1C(=O)N1CCC(CNC(=O)CSCc2ccccc2)CC1
 : -6	-4
- N#Cc1c(N=Cc2ccc(Br)cc2)sc2c1CCC2
 : 23	-3
- COC(=O)c1ccc(NC(=O)C2CCN(c3ncnc4c3nc3n4CCCCC3)CC2)cc1
 : 11	-2
- CS(=O)(=O)N(CC(=O)NC1CC1)c1ccc(Oc2ccccc2)cc1
 : 5	-34
- CC(=O)N(c1ccc2oc3c(c2c1)CCCC3)S(=O)(=O)c1ccc(C)c([N+](=O)[O-])c1
 : 5	-4
- CC(=O)Nc1sc2c(c1C(=O)Nc1ccccc1C)CCCC2
 : 25	-2
- CC(C)Sc1ccc(CC(=O)N2CCC(Cn3ccnc3)CC2)cc1
 : -1	-7
- CC(C)c1n[nH]c(C2CCCN2C(=O)c2ccc3c(c2)OCO3)n1 (stereo not drawn)
 : -2	-1
- OC(C#CCN1CCOCC1)(c1ccccc1)c1cccc(F)c1 (stereo not drawn)
 : -2	7
- CCOc1ccccc1NC(=O)N1CCC(c2cc(-c3cccc(OC)c3)n[nH]2)CC1
 : 19	-4

# Profiles, quoted from the list:
# CCN(CC)c1cc(C)c2cc(NC(=O)Cn3nc([N+](=O)[O-])c(Br)c3C)ccc2n1 is entered as mHTT CaM bind: 27; Pf apPOL block: -6
# O=C(CCC1CCCN(C(=O)Nc2ccc(Cl)cc2)C1)NCc1ccccc1Cl (stereo not drawn) is entered as mHTT CaM bind: 15; Pf apPOL block: -2
# CCOc1cccc2cc(C(=O)Nc3nccs3)c(=Nc3ccc(F)cc3)oc12 is entered as mHTT CaM bind: 5; Pf apPOL block: -4

# (next part)
# Under each structure: mHTT CaM bind	Pf apPOL block
- COc1ccc(/C=C2/SC(N3CCCC(C)C3)=NC2=O)c(OC)c1 (stereo not drawn)
 : 9	-4
- CC1CCc2sc(NC(=O)Nc3ccccc3)c(C(N)=O)c2C1 (stereo not drawn)
 : 6	0
- COc1ccc(-c2ccc(CN3C(C(C)C)C(=O)N(Cc4cn(CC5CCCCC5)nn4)CCS3(=O)=O)cc2)cn1 (stereo not drawn)
 : 29	-2
- COc1ccc(C(=O)N2CCCC(c3cccc(C(=O)N4CCCC4)c3)C2)cc1 (stereo not drawn)
 : 16	4
- COc1ccc2sc(N(Cc3cccnc3)C(=O)c3cc(C)on3)nc2c1
 : -14	-3
- COc1ccc(NC(=O)C2CCN(c3cc(C(=O)N4CCCC4)ccn3)CC2)cc1
 : 2	2
- CC(C)C(=O)N1CCN(c2nc3c(s2)CC(C(=O)Nc2ccc(Cl)cc2)CC3)CC1 (stereo not drawn)
 : 1	-2
- CCOc1ccc(NC(=O)C(CC)CC)cc1
 : -3	-1
- O=C(NCc1ccc(F)cc1)c1ccc(CN2C(=O)COc3ccccc32)o1
 : 7	-11
- Cc1ccc2c(c1)C1C=CCC1C(c1ccccc1Cl)N2 (stereo not drawn)
 : 83*	-8
- COc1ccc(-c2ccc3c(N)c(C(=O)NCCc4ccc(OC)c(OC)c4)sc3n2)cc1
 : -5	6
- C=CCNC(=O)c1cc2n(n1)CCCN(Cc1ccc(Cl)cc1)C2=O
 : -2	-7
- O=C(c1nn2c(c1Cl)NC(c1ccccc1)CC2C(F)(F)F)N1CCCCC1 (stereo not drawn)
 : 14	-1
- COc1cc2c(cc1NC(=O)COc1ccc(C)cc1)oc1ccccc12
 : -2	5
- COc1ccc(C(=O)CC(=O)c2ccc(C)cc2O)cc1
 : 33	-5
- O=C(NCc1ccc2c(c1)OCO2)C(=O)NCC(O)C1CCCCC1 (stereo not drawn)
 : -4	-8
- Cc1cc(C)cc(Nc2nc3ccncc3n(C(C)C)c2=O)c1
 : -32	2
- COc1ccc2nc(NC(=O)CN(C)S(=O)(=O)c3ccc(Br)s3)sc2c1
 : 49	0
- N#CCC(=O)NC(=O)NC12CC3CC(CC(C3)C1)C2
 : nt	-8
- Nc1nc(N2CCN(C3CCCCC3)CC2)ncc1C(=O)NCc1ccccc1
 : -4	-6
- CC(C)(CC(=O)O)CC(=O)NCc1c(Cl)cccc1Oc1ccccc1
 : nt	2
- O=C1OC(c2ccccc2F)=N/C1=C\C=C\c1ccccc1
 : 7	0
- CCNC(=O)c1cccc(-c2nc(-c3ccc(F)cc3)no2)c1
 : -12	-7
- O=C(NC1CCCCC1NC(=O)C1CC1)C1CC1 (stereo not drawn)
 : -1	-1
- C#CCN1C(=O)C(O)(CC(=O)c2ccccc2[N+](=O)[O-])c2ccccc21 (stereo not drawn)
 : 3	0
- COc1ccc(C(O)CN2CCN(c3ccccc3)CC2)cc1 (stereo not drawn)
 : 6	10
- O=C(Nc1cccc(Br)c1)c1cccc2c1C(=O)c1ccccc1-2
 : 11	2
- CSc1nc(O)c(Cc2ccccc2)c(=O)n1-c1ccccc1
 : -5	-3
- O=C(CN1CCC(c2nc(-c3cccs3)no2)CC1)Nc1ccccc1Br
 : -4	-1
- O=C(c1cn(-c2ccc(Cl)cc2)nn1)N1CCCCCC1
 : -7	0
- CCN1CC2([N+](=O)[O-])CC=C(Oc3ccccc3)C([N+](=O)[O-])(C1)C2 (stereo not drawn)
 : 1	-7
- Oc1ccc(-c2[nH]ncc2-c2ccc(F)cc2)c(O)c1
 : 31	17
- O=C(COc1ccc(F)cc1)NCc1cc(-c2cccs2)on1
 : -15	-5
- COc1cc(-c2noc(C)c2C(=O)NCCO)cc(OC)c1OC
 : -3	-2
- Cc1ccsc1C=C1Oc2cc(OC(=O)C(C)(C)C)ccc2C1=O
 : 5	-8
- O=[N+]([O-])c1ccc(Cl)c(S(=O)(=O)NCc2ccc3c(c2)OCO3)c1
 : 7	2
- O=C(O)CCC(=O)N1N=C(c2ccsc2)CC1c1ccc2nccnc2c1 (stereo not drawn)
 : -5	-4
- CC[C@@H]1C(c2ccccc2)=NN(c2ccccc2)[C@H]1C(=O)N1CCOC1=O
 : -46	-10
- N#C/C(=C\c1cn[nH]c1-c1ccccc1)c1nn(-c2ccccc2)c(N)c1C#N
 : 27	-3
- CCCCN(C)C(=O)c1ccc2c(c1)N(CCC)C(=O)C1CCC(=O)N21 (stereo not drawn)
 : 9	-3
- COc1ccc(/C=C/C(=O)Nc2c3c(nn2-c2ccccc2C)CS(=O)(=O)C3)cc1OC
 : 7	-4
- COc1cc2oc(=O)cc(-c3ccc(-c4ccc(OC(F)(F)F)cc4)cc3)c2c(OC)c1OC
 : -2	0
- CCCOc1cccc(C(=O)Nc2cccc(OC)c2)c1
 : -28	-2
- Cc1ccc(CNC(=O)N2CCC(CCOc3ccncc3)CC2)cc1
 : 6	-2
- O=C(Nc1cccnc1)C1CC2CCC1C2 (stereo not drawn)
 : -5	-6
- OC(CCCc1ccccc1)(c1ccc(Cl)cc1)c1ccc(Cl)cc1
 : nt	-8
- CCOc1ccc(NS(=O)(=O)c2ccc(NC(=O)c3ccccc3Cl)cc2)cc1
 : 4	2
- CCC(=O)N(CCC(c1ccccc1)C1CCOC(C)(C)C1)Cc1ccc(OC)c(OC)c1 (stereo not drawn)
 : 32	-1
- O=C(C=CSc1ccc(C(F)(F)F)cn1)c1ccccc1
 : nt	-4
- O=C(CN1CCN(CC(=O)Nc2ccccc2C(F)(F)F)CC1)Nc1ccccc1Cl
 : 1	-8

# Other results follow.
# Under each structure: mHTT CaM bind	Pf apPOL block
- CC1CN(C(=O)c2cccc(I)c2)CC(C)O1 (stereo not drawn)
 : 0	-15
- O=C1CN(C(=O)c2ccccc2)C(c2ccccc2)c2cc(Br)ccc2N1 (stereo not drawn)
 : 12	-5
- CC(C(=O)Nc1ccc(O)cc1)n1cnc2ccccc2c1=O (stereo not drawn)
 : 5	-2
- Cc1ccc(C(=O)NC(C)c2ccc(C)c(C)c2)s1 (stereo not drawn)
 : -7	2
- CC(C)(C)Sc1c(Br)cccc1Br
 : -5	nt
- COc1ccc2nc(N=Cc3nc(-c4ccc(Cl)cc4)oc3O)sc2c1
 : 4	2
- COc1ccc(NC(=O)C[C@H]2C(=O)N(c3ccc(Br)cc3)C[C@@H]2C)cc1
 : 0	-2
- C=CCn1c(=N)c(C(=O)NC2CCCC2)cc2c(=O)n3cccc(C)c3nc21
 : -3	-2
- CSc1ccc(C=Nc2ccccn2)cc1
 : 0	nt
- COc1ccc(CC(=O)Nc2ccn(-c3ccc(Cl)cc3)n2)cc1
 : 6	-10

# Pulled by structure from the entries so far:
# Under each structure: mHTT CaM bind	Pf apPOL block
- CC1CN(C(=O)c2cccc(I)c2)CC(C)O1 (stereo not drawn)
 : 0	-15
- Cc1ccc(C(=O)NC(C)c2ccc(C)c(C)c2)s1 (stereo not drawn)
 : -7	2

# Next section:
# Under each structure: mHTT CaM bind	Pf apPOL block
- Cc1ccccc1C(=NS(=O)(=O)c1ccccc1)Nc1ccccc1
 : 6	-4
- CN(CCNC(=O)c1ccc(-c2ccnc(N3CCCC3)n2)cc1)C1CCCCC1
 : 18	6
- Cc1c(C(=O)N2CCN(C)CC2)oc2ccc(S(=O)(=O)N3CCCC3)cc12
 : -2	-5
- Cn1ccc2c(-c3cccc4ccccc34)cc3c(c21)C1CCC3O1 (stereo not drawn)
 : 30	-2
- CCc1ccc(/C=C2/SC(=S)NC2=O)cc1
 : nt	12
- O=C(Nc1ccc(N2CCOCC2)cc1)C1CN(C(=O)c2ccc(F)c(F)c2)C1
 : -9	7
- CN(CC(=O)Nc1ccc(Cl)c(C(F)(F)F)c1)S(=O)(=O)c1cccs1
 : -14	5
- CCCCNC(=O)c1nnn2c1COC(c1ccc(C)cc1)C2 (stereo not drawn)
 : -2	2
- CCN(CC)c1ccc(NC(=O)CCN2C(=O)c3ccccc3C2=O)cc1
 : -1	3
- COc1ccc2c(=O)c(-c3ccc4c(c3)OCCO4)coc2c1
 : 0	-1
- O=C(C=Cc1ccc(Cl)cc1)Nc1cccc(Cl)c1
 : nt	-12
- CC(C)c1ccc(NC(=O)C2CCN(c3cc(Oc4ccccc4)ncn3)CC2)cc1
 : -4	0
- CCCc1nc(N)c(C#N)c(-c2ccco2)c1CC
 : -10&-8&0	-2&-2
- CC(C)(C)c1ccc(S(=O)(=O)N=C2C=CC(=O)c3ccccc32)cc1
 : 94*	8
